Source: PubChem
DT40 TDP1 CPT = qHTS for Inhibitors of human tyrosyl-DNA phosphodiesterase 1 (TDP1): qHTS in cells in presence of CPT. chicken DT40 Tdp1-/-;hTDP1 cells + 20 nM CPT, ATP luminescence, 48 h. Potency, µM (top dose mostly 46.2 µM), for the others: at the top dose activity change, negative = growth inhibition, usual class: inhibitors. hit rate 12% among 420,000; further: nearly all actives have a fitted effect of over 55% in size
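Chicken DT40 Tdp1-/- cells complemented with human TDP1, 400 cells/well, exposed to compounds plus 20 nM camptothecin for at least 48 h at 37 C; viability read as ATP content by CellTiter-Glo luminescence.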
DT40 TDP1 no CPT = qHTS for Inhibitors of human tyrosyl-DNA phosphodiesterase 1 (TDP1): qHTS in cells in absence of CPT. DT40 Tdp1-/- hTDP1 cells, no CPT, ATP luminescence, 48 h. Potency, µM (titrated, usually from 46.2 µM), for the others: at the top dose activity change, negative = growth inhibition, actives largely listed as inhibitors. hit rate 15% among 420,000. AID 686978, 2013; further: nearly all actives have a fitted effect of over 55% in size
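Growth kinetics read by CellTiter-Glo luminescence after ≥48 hr at 37 °C. Cells: DT40 Tdp1-/- stably carrying human TDP1, 400 per well, compound exposure in the absence of CPT (DMSO vehicle).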
TDP1 inh = qHTS Assay for Inhibitors of Tyrosyl-DNA Phosphodiesterase (TDP1) | hit rate 0.28% among 350,000 | AID 485290, 2010 | recombinant TDP1, AlphaScreen DNA substrate cleavage | Tyrosyl-DNA phosphodiesterase 1 (Homo sapiens), Q9NUW8 | Potency, µM (titrated, usually from 130 µM), for the others: top-dose activity change, negative = inhibition, usual class: inhibitors; further: nearly all actives have a fitted effect of over 40% in size
Target sequence (Q9NUW8 whole entry, looked up): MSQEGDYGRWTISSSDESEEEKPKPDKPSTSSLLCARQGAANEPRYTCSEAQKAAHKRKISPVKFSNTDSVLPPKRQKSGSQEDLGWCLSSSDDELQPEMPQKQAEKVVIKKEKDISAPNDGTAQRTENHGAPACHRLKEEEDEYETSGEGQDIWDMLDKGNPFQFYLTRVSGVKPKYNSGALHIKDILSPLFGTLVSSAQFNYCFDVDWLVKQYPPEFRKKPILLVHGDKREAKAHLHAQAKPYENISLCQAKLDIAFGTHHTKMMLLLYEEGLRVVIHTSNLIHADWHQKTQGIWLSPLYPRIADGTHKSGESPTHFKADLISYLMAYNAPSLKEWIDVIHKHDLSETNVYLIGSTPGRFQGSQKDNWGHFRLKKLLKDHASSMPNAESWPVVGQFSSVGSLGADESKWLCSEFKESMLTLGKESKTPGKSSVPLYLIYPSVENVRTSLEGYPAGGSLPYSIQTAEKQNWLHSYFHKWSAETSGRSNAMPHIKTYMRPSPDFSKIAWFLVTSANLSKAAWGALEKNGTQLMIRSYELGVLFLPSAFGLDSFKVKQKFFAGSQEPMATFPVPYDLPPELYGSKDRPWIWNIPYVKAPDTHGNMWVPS
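E. coli-derived human Tdp1, 1 nM final. Cpd preinc 15 min RT; substrate 15 nM final, 5 min RT; AS bead mix 10 ug/ml final, 10 min RT. Signal loss = tyrosine-FITC cleavage. No-enzyme wells = max signal.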
Active calls of the source: *; u = inconclusive; x = no result given; & = joins results of further samples; [ ] = remark or other dose. The call rests on the fitted dose curve; in most records, active means well fitted curve in the direction sought with a large enough effect; inconclusive means small, poorly fitted or top-dose-only effect, or another doubt; inactive means no such curve, though single readings can be large; an effect the other way counts as inactive or inconclusive. On the % scale 0 is the no-effect control and ±100 the full control effect; potency means the concentration at half of the fitted maximal effect.

#1 Cc1cc(NC(=O)c2cccs2)n(-c2nc3ccccc3[nH]2)n1
#2 CC1CN(C(=S)SCC(=O)c2ccc([N+](=O)[O-])cc2)CC(C)O1 (configuration not stated)
#3 CC(C)(C)S(=O)(=O)/C(C#N)=N/Nc1ccc(Cl)cc1
#4 COc1cccc(O)c1CN1CCCC(C(=O)c2cccc(C(F)(F)F)c2)C1 (configuration not stated)
#5 CCOC(=O)c1c(N)sc2c1CCC1C(=O)N(C3CCCCC3)C(=O)C21 (configuration not stated)
#6 Cc1ccsc1/C=N/n1c(COc2ccccc2)n[nH]c1=S
#7 Cn1nc(C(=O)Nc2cccc(S(=O)(=O)N3CCOCC3)c2)c2ccccc2c1=O
#8 COc1ccccc1C(=O)NCC(=O)NC1CCCc2ccccc21 (configuration not stated)

screen / no. | 1 | 2 | 3 | 4 | 5 | 6 | 7 | 8
TDP1 inh | 4% | x | 2% | 0% | 3% | 1% | 0% | 8%
DT40 TDP1 CPT | u | 2.6µM* | u | 16µM* | u | 11% | -30% | u
DT40 TDP1 no CPT | 21µM* | 5.2µM* | 15µM* | 23µM* | 26µM* | -3% | -2% | u

#9 Cc1nnc2c(NC3CCCC3)nc3ccccc3n12
#10 CCC12CN3CC(CC)(CN(C1)C3c1cccc(OC)c1O)C2=O (configuration not stated)
#11 CCOC(=O)C1CCCN(CCC(=O)Nc2cccc(C)c2)C1 (configuration not stated)
#12 COc1ccccc1C(=O)N=Nc1c(O)[nH]c2ccc([N+](=O)[O-])cc12
#13 CC1CCN(C(=O)c2ccc(NS(=O)(=O)c3ccccc3)cc2)CC1
#14 C=CCn1c(SCC(=O)c2ccccc2)nnc1-c1cc2ccccc2o1
#15 CCCCCCCCOC(=O)c1ccc(N)cc1
#16 CC(C)C(C(=O)O)N1C(=O)C2C3CCC(C3)C2C1=O (configuration not stated)

screen / no. | 9 | 10 | 11 | 12 | 13 | 14 | 15 | 16
TDP1 inh | 3% | 0% | 0% | 6% | 3%[56.1 µM] | 5% | 0% | x
DT40 TDP1 CPT | -15% | -29% | 12%&-22% | u | -4% | 23µM* | u | -2%
DT40 TDP1 no CPT | u | u | -20%&-8% | 23µM* | -8% | u | -29% | 0%

#17 CC(C)(C)n1nc2c(c1NC(=O)Cc1cccc3ccccc13)CS(=O)(=O)C2
#18 Cc1cccc(NC(=S)NC(=O)/C=C/c2ccco2)n1
#19 N#CCc1nn2c(-c3ccccc3)ccnc2c1C#N
#20 CC(=O)Nc1ccc(S(=O)(=O)NCCc2cn3nc(C)c(C)nc3n2)cc1
#21 O=C(Nc1nccs1)C1C2/C=C\CCCCC21 (configuration not stated)
#22 CCC(=O)Nc1ccc2c(c1)ncn2-c1ccc(OC)cc1
#23 O=C(NCc1cccs1)c1cnn2cccnc12
#24 Cc1cccc(/C=N/NC(=O)Cn2nnnc2N)n1

screen / no. | 17 | 18 | 19 | 20 | 21 | 22 | 23 | 24
TDP1 inh | 4% | 2% | x | 0% | 2% | 2% | -2% | -3%
DT40 TDP1 CPT | 2% | u | u | -12% | u | -1% | -15% | 0%
DT40 TDP1 no CPT | -3% | u | -2% | -6% | -27% | -14% | -14% | -9%

#25 O=C(Nc1ccc(S(=O)(=O)N2CCCCC2)cc1)C1CCCO1 (configuration not stated)
#26 COc1ccc(C(=O)Nn2c(C)nnc2-n2nc(C)cc2C)cc1OC
#27 O=C(c1cccc(Cl)c1)N1CCC(c2nc3c(nnn3Cc3ccc(F)cc3F)c(=O)[nH]2)CC1
#28 CCN(C(=O)Cn1cc(S(=O)(=O)Cc2ccccc2Cl)c2ccccc21)c1ccccc1
#29 CCOC(=O)c1ccc(N2C(=O)c3n[nH]c(-c4ccco4)c3C2c2cccc(O)c2)cc1 (configuration not stated)
#30 C[C@@H]1CC[C@]2(O[C@H](CCO)C[C@@H](O)[C@@H]2O)O1
#31 CCOC(=O)CSc1nc(C)c2cc(C)c(C)cc2n1
#32 OCC1(CO)COC2(CCCC2)N1

screen / no. | 25 | 26 | 27 | 28 | 29 | 30 | 31 | 32
TDP1 inh | 4% | 1% | 5% | 7% | 9% | x | -5% | 5%
DT40 TDP1 CPT | -2% | -31% | u | 16µM* | 21µM* | -9% | u | -4%
DT40 TDP1 no CPT | -24% | -9% | u | 23µM* | 21µM* | 16% | u | -10%

#33 Nc1sc2c(c1C(=O)c1ccccc1)CCCC2
#34 O=C(NCCNc1ccc([N+](=O)[O-])cc1)c1cccc(Br)c1
#35 O=C(Oc1c(Cl)cc(Cl)c2ccccc12)N1CCCC1
#36 O=C(NCCc1cccc(F)c1)[C@@H]1CSC2c3ccccc3C(=O)N21 (some centres not stated)
#37 CCCc1nc2c(=O)n(C)c(=O)[nH]c2n1CCC
#38 OC(CN1CCN(C(c2ccccc2)c2ccccc2)CC1)c1ccccc1 (configuration not stated)
#39 CCCOc1ccc(NC(=O)CC2C(=O)Nc3ccccc3N2CC(=O)N2CCCC2)cc1 (configuration not stated)
#40 COc1cccc(N2CCN(S(=O)(=O)c3ccc4c(c3)oc(=O)n4C)CC2)c1

screen / no. | 33 | 34 | 35 | 36 | 37 | 38 | 39 | 40
TDP1 inh | 11% | 5% | -2% | 6% | 2% | x | 1% | -17%
DT40 TDP1 CPT | -19% | 10% | -25% | -2% | -1% | u | u | 8%
DT40 TDP1 no CPT | -22% | -6% | -20% | u | -2% | u | u | 10%

#41 O=C(CN1CCN(c2cccc(Cl)n2)CC1)N1CC(O)CO1 (configuration not stated)
#42 O=C(NCCc1csc(-c2ccccc2)n1)c1c(F)cccc1Cl
#43 Cc1nc(SC2CC(=O)N(c3ccccc3)C2=O)n[nH]1 (configuration not stated)
#44 OC1(c2cccc(C(F)(F)F)c2)CCN(Cc2nnnn2CCc2ccccc2)CC1
#45 Cc1cc(C)cc(N(CC(=O)O)S(=O)(=O)c2c(C)[nH]c(=O)[nH]c2=O)c1
#46 CS(=O)(=O)N(CC(=O)N1CCCCC1)C1CCCCC1
#47 Cc1oc(C)c(C(=O)O)c1C(=O)O
#48 COc1ccc(/C=N/NC(=O)c2ccc(OC)c(OC)c2)cc1COc1c(F)c(F)c(F)c(F)c1F

screen / no. | 41 | 42 | 43 | 44 | 45 | 46 | 47 | 48
TDP1 inh | 0% | -2% | 5% | 0% | 0% | 1% | 4% | 3%
DT40 TDP1 CPT | 0% | 2% | 1.5µM* | 23µM* | 1% | -11% | -5% | 16µM*
DT40 TDP1 no CPT | 5% | u | 5.2µM* | 21µM* | 8% | -3% | 5% | u

#49 CSc1nc(SCC(=O)O)c2sc3nc(-c4ccccc4)c4c(c3c2n1)CCC4
#50 CCC1([N+](=O)[O-])COC(C=Cc2ccccc2)OC1 (configuration not stated)
#51 O=C(CN1C(=O)C2CCCCC2C1=O)Nc1cc([N+](=O)[O-])ccc1F (configuration not stated)
#52 O=C(CCCSc1nc2ccccc2c(=O)[nH]1)c1ccccc1
#53 Cc1ccc2nc(SCC(=O)N/N=C/c3ccco3)cc(C)c2c1
#54 O=C(NNC(=O)C1C2C=CC(C2)C1C(=O)O)c1cc(Cl)ccc1O (configuration not stated)
#55 COCCn1c(=O)c(C)nc2cnc(OC)nc21
#56 Cc1ccc(S(=O)(=O)Nc2ccc3cc([N+](=O)[O-])ccc3c2[N+](=O)[O-])cc1

screen / no. | 49 | 50 | 51 | 52 | 53 | 54 | 55 | 56
TDP1 inh | u | x | 1% | 3% | 7% | 3% | x | x
DT40 TDP1 CPT | -3% | u | -13% | u | -14% | -6% | 3% | u
DT40 TDP1 no CPT | u | -22% | 10% | 15µM* | -16% | -1% | 23% | 23µM*

#57 COCCCNC(=O)C1=CCN(S(=O)(=O)c2ccc(OC)cc2)CC1
#58 COc1ccc(CCNC(=O)Cn2nnc(-c3ccc(Cl)cc3)n2)cc1OC
#59 COc1ccc(N2CCN(C(=O)CCS(=O)(=O)c3cc(Br)cc4c3N(C(=O)C3CC3)CC4)CC2)cc1
#60 O=C(Nc1nc2ccccc2[nH]1)C1CC1
#61 Cc1ccc(OCC(=O)Nc2cccc(S(=O)(=O)N3CCCC3)c2)cc1C
#62 CC(=O)Nc1ccc2nc(NC(=O)CN3CCOCC3)sc2c1
#63 COc1ccc(CCNC(=O)CSc2ccccc2)cc1OC
#64 CCCCCCOC(=O)C(C#N)c1nc2ccccc2nc1N1CCCCC1 (configuration not stated)

screen / no. | 57 | 58 | 59 | 60 | 61 | 62 | 63 | 64
TDP1 inh | 2% | 5% | 5% | 5% | x | x | -3% | 9%
DT40 TDP1 CPT | 1% | 8% | -8% | u | -28% | -9% | 7% | u
DT40 TDP1 no CPT | 29% | -1% | -17% | u | u | -16% | -14% | u

#65 Cc1cc(C)nc(NC(=O)c2cc(-c3ccc(C)s3)nc3ccccc23)c1
#66 CCc1ccc(OC(=O)CSc2nnc(-c3ccc(OC)c(OC)c3)o2)cc1
#67 CCCCNc1nnc(SCC(=O)c2c[nH]c3ccccc23)s1
#68 CC(C)(C)c1ccc(C(=O)N2CCC2(C)C(=O)Nc2cnc3ccccc3c2)cc1 (configuration not stated)
#69 COc1ccc(C(=O)Nc2nnc(S(=O)(=O)N(C)c3ccc(Cl)cc3)s2)cc1OC
#70 COc1ccc(N(CC(=O)NC2CCCCC2)C(=O)c2ccc(C)s2)c(OC)c1
#71 CS(=O)(=O)N1CCC(C(=O)NCc2ccco2)CC1
#72 Cc1c(C(=O)NN2CCOCC2)nn(-c2ccc(Cl)cc2Cl)c1-c1ccc(I)cc1

screen / no. | 65 | 66 | 67 | 68 | 69 | 70 | 71 | 72
TDP1 inh | x | 6% | 1% | x | 0% | 1%[0.0935 µM] | u | 15%
DT40 TDP1 CPT | u | -3% | -3% | 23µM* | u | u | -4% | -4%
DT40 TDP1 no CPT | 21µM* | -1% | u | 26µM* | u | u | 0% | 1%

#73 COCCN1CCN(C(=O)c2cnn(-c3nccc(-c4ccco4)n3)c2C2CC2)CC1
#74 O=C(Nc1ccccc1Br)C1CCCN1S(=O)(=O)c1cccc2nsnc12 (configuration not stated)
#75 Cc1ccccc1OCC(=O)OCC(=O)c1ccc(OCc2ccccc2)cc1
#76 NC(=O)C1CCN(C(=O)CSc2nc(O)cc(=O)[nH]2)CC1
#77 CC[C@H](C)[C@@H](C(=O)NCCCCCCCCCCC(=O)N1CCNCC1)n1cc(CCCCCN)nn1
#78 N#Cc1ccc(Oc2ccc(C(N)=O)cc2)cc1C#N
#79 C/C=C(/C)C(=O)Nc1cccc(C2=NOC3(C2)C[C@@H](C(N)=O)N(C(=O)[C@H]2CCC(=O)N2)C3)c1 (some centres not stated)
#80 CCn1c(C)nc2cc(C(=O)NNS(=O)(=O)c3c(C)c(C)cc(C)c3C)ccc21

screen / no. | 73 | 74 | 75 | 76 | 77 | 78 | 79 | 80
TDP1 inh | x | 5% | 5% | x | 1% | 6% | 5% | -2%
DT40 TDP1 CPT | 0% | u | -6% | 14% | -26% | -3% | -6% | 0%
DT40 TDP1 no CPT | -4% | u | 2% | -7% | u | -4% | -4% | 0%

Part of the list above, with each value named:
#59 COc1ccc(N2CCN(C(=O)CCS(=O)(=O)c3cc(Br)cc4c3N(C(=O)C3CC3)CC4)CC2)cc1
  TDP1 inh = 5%
  DT40 TDP1 CPT = -8%
  DT40 TDP1 no CPT = -17%

#60 O=C(Nc1nc2ccccc2[nH]1)C1CC1
  TDP1 inh = 5%
  DT40 TDP1 CPT = u
  DT40 TDP1 no CPT = u

#61 Cc1ccc(OCC(=O)Nc2cccc(S(=O)(=O)N3CCCC3)c2)cc1C
  TDP1 inh = x
  DT40 TDP1 CPT = -28%
  DT40 TDP1 no CPT = u

#62 CC(=O)Nc1ccc2nc(NC(=O)CN3CCOCC3)sc2c1
  TDP1 inh = x
  DT40 TDP1 CPT = -9%
  DT40 TDP1 no CPT = -16%

New compounds follow.
#81 CCc1nc(N)nc2c1C(=O)CC(C)(C)C2
#82 O=C(c1cc2ccccc2oc1=O)N(Cc1ccc2c(c1)OCO2)Cc1ccco1
#83 CSc1nc(C)cc(Nc2cccc(C(=O)O)c2)n1
#84 COc1ccc(C(=O)N[C@H](C(=O)Nc2nc3c(s2)CCCC3)C(C)C)cc1
#85 O=C(NC1CCC(CC2CCC(NC(=O)C(Cl)Cl)CC2)CC1)C(Cl)Cl (configuration not stated)
#86 O=C(Cn1nc(C(F)(F)F)c2c1CCCC2)NCCN1CCOCC1
#87 CSc1ccc(Cn2c(C)c(C(=O)NCc3ccco3)sc2=O)cc1

screen / no. | 81 | 82 | 83 | 84 | 85 | 86 | 87
TDP1 inh | 2% | 7% | 2% | 5% | x | 1% | x
DT40 TDP1 CPT | u | u | 6% | u | 0% | 11% | u
DT40 TDP1 no CPT | -10% | 9.2µM* | -4% | 23µM* | -44% | 11% | u
